SENP6 inh: SENP6 protease inhibitors, primary screen, biochemical, luminescence, uHTS; Sentrin-specific protease 6 (Homo sapiens), Q9GZR1; Recombinant SENP6 catalytic domain, aminoluciferin luminescence; inhibition, % at 10 µM; 330,000 tested, 1.8% active;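 active = inhibition above about 50% at the single tested dose, limit read from the data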;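 note: plate controls were DMSO wells with enzyme for no effect and DMSO wells lacking enzyme for full effect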
Target sequence (Q9GZR1 628-1112 limits assumed): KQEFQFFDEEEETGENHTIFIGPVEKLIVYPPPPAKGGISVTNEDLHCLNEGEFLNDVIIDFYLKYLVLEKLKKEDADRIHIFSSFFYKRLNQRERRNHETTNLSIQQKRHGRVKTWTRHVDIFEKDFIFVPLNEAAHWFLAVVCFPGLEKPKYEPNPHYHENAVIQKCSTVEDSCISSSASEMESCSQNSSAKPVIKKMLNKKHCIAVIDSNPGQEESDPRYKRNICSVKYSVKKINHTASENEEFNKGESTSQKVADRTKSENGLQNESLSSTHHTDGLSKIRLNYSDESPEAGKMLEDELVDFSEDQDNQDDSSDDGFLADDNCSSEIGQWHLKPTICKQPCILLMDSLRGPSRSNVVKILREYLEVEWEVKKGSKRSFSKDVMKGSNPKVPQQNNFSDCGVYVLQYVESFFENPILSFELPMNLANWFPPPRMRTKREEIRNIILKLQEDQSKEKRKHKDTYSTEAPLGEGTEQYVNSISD
SENP8 block: human SENP8 protease inhibitors, primary screen, biochemical, fluorescence, Nedd8 protein substrate, uHTS; inhibition, % at 20 µM; recombinant SENP8; Sentrin-specific protease 8 (Homo sapiens), Q96LD8; 360,000 tested, 0.64% active; in the data active = inhibition mostly above about 40%, no sharp cut-off; inactive = mostly below about 27%
Target sequence (Q96LD8 whole entry, looked up): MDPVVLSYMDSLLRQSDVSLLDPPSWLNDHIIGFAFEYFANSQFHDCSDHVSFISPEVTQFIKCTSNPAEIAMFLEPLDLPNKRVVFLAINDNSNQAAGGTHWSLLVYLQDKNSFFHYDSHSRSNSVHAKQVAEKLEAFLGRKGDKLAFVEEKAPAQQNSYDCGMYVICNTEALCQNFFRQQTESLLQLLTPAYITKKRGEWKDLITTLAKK
NR3A LBD binder: binders of NR3A ligand-binding domain, primary screen, biophysical, differential scanning fluorimetry, uHTS | Glutamate receptor ionotropic, NMDA 3A (GRIN3A) ligand-binding domain | NR3A LBD differential scanning fluorimetry, Tm shift; 0% = protein alone, 100% = glycine-bound protein | Tm shift relative to glycine control, % at 25 µM | 340,000 tested, 2.5% active | AID 1259313, 2017;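 active = melting temperature shift of at least 10% of the positive control shift, at one fixed dose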
hIAP activ: human IAP activators, primary screen, biochemical, luminescence, uHTS | Intestinal-type alkaline phosphatase (Homo sapiens), P09923 | purified human IAP, CDP-Star luminescence, 30 min; active compounds read high; 1 = vehicle-only enzyme, 0 = enzyme-free background | activation factor at 10 µM | 330,000 tested, 0.16% active | AID 2524, 2010;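 active = activation factor of the enzyme at least 2-fold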; note: the source names both 10 and 20 µM as test concentration; values of inactives mirror those of a sister screen read the other way
ATG4B inh: ATG4B protease inhibitors, primary screen, biochemical, fluorescence, uHTS. ATG4B cleavage of LC3-PLA2, NBD-HPC fluorescence, 1 h. inhibition, % at 8.33 µM. 340,000 tested, 0.51% active. AID 504462, 2011; in the data active = inhibition above about 40%
PfGluPho inh: PfG6PD enzyme inhibitors, primary screen, biochemical, fluorescence intensity, uHTS. inhibition, % at 20 µM. AID 504690, 2011. PfGluPho enzyme, NADPH resazurin-diaphorase fluorescence. 350,000 tested, 0.78% active. glucose-6-phosphate dehydrogenase-6-phosphogluconolactonase (Plasmodium falciparum 3D7);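 active = inhibition reaching at least a set limit at 20 µM in the primary screen, cut at about 59% in these data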;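 note: 0% = DMSO wells with substrate and 100% = DMSO wells lacking glucose-6-phosphate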
MPTP block: mitochondrial permeability transition pore inhibitors, primary screen, biochemical, isolated mouse mitochondria, absorbance; AID 602449, 2012; inhibition, % at 10 µM; 360,000 tested, 1.4% active; Ca2+ swelling absorbance, 30 min;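 active = inhibition of 50% or more, scaled per plate between neutral and stimulator controls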;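 note: 0% = DMSO wells given calcium and 100% = 1 mM EGTA wells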
SENP1 FRET inh: human SENP1 catalytic domain inhibitors, primary screen, biochemical, FRET, uHTS; recombinant SENP1 catalytic domain, CyPet-SUMO1-YPet FRET cleavage; inhibition, % at 10 µM; 360,000 tested, 0.21% active;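 active = inhibition at least 30% at 10 µM, raw YFP signal under a set limit, fluorescence ratio 0.5 to 1.5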;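 note: 0% = enzyme with DMSO and 100% = no enzyme wells; some results filed as inactive read as strong as hits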
Target sequence (Q9P0U3 419-644 limits assumed): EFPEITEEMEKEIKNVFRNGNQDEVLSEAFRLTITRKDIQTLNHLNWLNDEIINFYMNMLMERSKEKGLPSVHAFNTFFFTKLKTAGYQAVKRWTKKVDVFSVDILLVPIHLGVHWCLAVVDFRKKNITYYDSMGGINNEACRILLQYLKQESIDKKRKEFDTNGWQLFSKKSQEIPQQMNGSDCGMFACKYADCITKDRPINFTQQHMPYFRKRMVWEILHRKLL
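Test system: hSENP1 catalytic domain, recombinant; Amount: 20 pM final SENP1 enzyme; Medium: Tris pH 8 buffer plus EDTA, NaCl, BME, BSA, NP40, catalase; Schedule: 50 min enzyme reaction, room temperature, light-protected; Technique: FRET fluorescence in CFP and YFP emission channels; Controls: no-enzyme wells low, DMSO-plus-enzyme wells high control.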
The depositor's hits bear a star; i = inactive; · = not tested or not shown.

SMILES | SENP6 inh | SENP8 block | NR3A LBD binder | hIAP activ | ATG4B inh | PfGluPho inh | MPTP block | SENP1 FRET inh
COc1ccc(S(=O)(=O)N(C)CC(=O)N2CCN(c3ccccc3)CC2)cc1 | -24 | 3 | -5 | 1.3 | 5 | -15 | -2.3 | 0
CCOc1cccc(-c2c(C(=O)N/N=C(\C)c3cccnc3)nnn2-c2nonc2N)c1 | -4 | 6 | 0 | 0.77 | -4 | 19 | 0.6 | 1
COc1ccccc1NC(=O)COc1ccc(/C=N/NC(=O)CSCc2ccc(Cl)cc2)cc1 | -5 | 21 | 5 | 0.88 | 2 | -17 | -3.0 | 2
CC(NC(=O)C(NC(=O)C(Cc1c[nH]c2ccccc12)NC(=O)OC(C)(C)C)C(C)C)C(N)=O (stereo not drawn) | 1 | 5 | -2 | 0.93 | -8 | 8 | -0.2 | 1
Cc1c(NC(=O)C(C)OC(=O)c2c3c(nc4ccccc24)CCC(C)C3)c(=O)n(-c2ccccc2)n1C (stereo not drawn) | 14 | 2 | 0 | 1 | -1 | 6 | 1.2 | 0
COc1ccccc1N1CC(C(=O)Nc2nnc(SCc3cccnc3)s2)CC1=O (stereo not drawn) | 7 | 5 | 0 | 0.81 | 2 | 1 | 0.5 | 2
Cc1nc2nc(-c3ccccc3)cn2nc1C | 37 | -331 | 0 | 0.87 | 4 | -9 | 0.0 | -28
COc1ccc(-c2nn(-c3ccccc3)cc2C(=O)NC(=S)Nc2cc(Cl)ccc2Cl)cc1 | -7 | 20 | 0 | 0.88 | 1 | -6 | 2.5 | 1
O=C(COc1ccc2c3c(c(=O)oc2c1)CCCC3)NCCCn1ccnc1 | 9 | -206 | -3 | 1.2 | 0 | -4 | -0.2 | 0
CCCS(=O)(=O)N1CCCC(C(=O)Oc2ccc(C)c(C)c2)C1 (stereo not drawn) | -22 | 24 | 1 | 0.81 | -4 | -5 | 0.2 | 0
CNC(=S)N/N=C/c1cn(CCOc2cccc(OC)c2)c2ccccc12 | 2 | -2 | -5 | 0.88 | -25 | 12 | 0.5 | -1
CCn1cc(C(=O)NCc2cccc(C(F)(F)F)c2)c(=O)c2ccc(C)nc21 | 5 | 7 | 0 | 0.76 | 53* | 16 | 1.1 | -3
COC(=O)c1nc2nc(C)cc(C(F)(F)F)n2n1 | -28 | 7 | -2 | 0.95 | -12 | -17 | 0.0 | 2
CCCCC[C@H]1CN(CCCC)C(=O)[C@@H]1CC(=O)NCc1ccccc1 | -3 | 9 | -2 | 1.1 | 14 | -8 | -1.9 | 1
CCN(c1ccccc1)S(=O)(=O)c1ccc(Cl)c(NC(=O)c2ccc(=O)[nH]n2)c1 | -18 | 10 | -2 | 1.1 | -7 | -19 | 0.1 | 10

An excerpt of these results, with values under each structure.
Each structure is followed by: SENP6 inh, SENP8 block, NR3A LBD binder, hIAP activ, ATG4B inh, PfGluPho inh, MPTP block, SENP1 FRET inh
- Cc1c(NC(=O)C(C)OC(=O)c2c3c(nc4ccccc24)CCC(C)C3)c(=O)n(-c2ccccc2)n1C (stereo not drawn)
→ 14, 2, 0, 1, -1, 6, 1.2, 0
- COc1ccccc1N1CC(C(=O)Nc2nnc(SCc3cccnc3)s2)CC1=O (stereo not drawn)
→ 7, 5, 0, 0.81, 2, 1, 0.5, 2

Next results:
SMILES | SENP6 inh | SENP8 block | NR3A LBD binder | hIAP activ | ATG4B inh | PfGluPho inh | MPTP block | SENP1 FRET inh
COc1ccccc1/C=C/C(=O)Nc1cccc(S(=O)(=O)N2CCOCC2)c1 | 6 | -92 | 6 | 0.94 | -19 | 17 | -1.4 | -3
CCc1ccc([C@@H]2CC=C(C(=O)O)[C@H](c3cccc(Cl)c3)N2S(=O)(=O)c2ccc(C)cc2)cc1 | 6 | 9 | -10 | 0.96 | 14 | -2 | -0.1 | 0
CCOC(=O)C1CCN(C(=O)C2CCC(=O)N(Cc3cccc(C(F)(F)F)c3)C2)CC1 (stereo not drawn) | -3 | 8 | -1 | 0.92 | 1 | 3 | -0.3 | 3
O=C(CCNC(=O)OCc1ccccc1)NC1CCCCC1 | -14 | -6 | 0 | 1.1 | -10 | 8 | 0.2 | 1
CC(=O)Nc1ccc(-c2nc3ccccc3o2)cc1 | 36 | -306 | -8 | 1.1 | -7 | 5 | -0.4 | 1
Cc1cccc(N2CCN(C3=NC(=O)/C(=C\c4cn[nH]c4-c4ccccc4)S3)CC2)c1 | -6 | -62 | -3 | 1.3 | 28 | 12 | -5.5 | -7
COCCNC(=O)CSc1nc2ccccc2c(=O)n1CCCC(=O)NCc1ccccc1 | -15 | 16 | 0 | 0.83 | -9 | 8 | -1.0 | 2
CC(C)Cn1nc(NC(=O)C(C)(C)C)c2cc3ccccc3nc21 | -2 | -324 | -1 | 0.97 | -5 | 0 | 0.2 | -28
Cc1ccc(Nc2ncnc3c2nnn3Cc2ccccc2)cc1 | -23 | -75 | -1 | 0.97 | 0 | 12 | -0.2 | 2
CC1=C/C(=N\NC(=S)NCCc2ccccc2)CC(C)(C)C1 | 5 | 9 | -1 | 1.1 | 1 | 13 | -0.5 | 1
Cc1nn2c(=O)cc(CSc3ccccc3NC(=O)c3ccccc3F)nc2s1 | -4 | 15 | -1 | 1.2 | -4 | 4 | -0.5 | -1
O=C(/C=C/c1ccccc1)NCCS(=O)(=O)N1CCN(c2ccccc2)CC1 | -5 | 18 | 0 | 0.99 | 3 | 0 | 0.7 | 0
COc1cc(COC(=O)c2cnc(C)cn2)c(OC)cc1Br | -11 | -5 | 0 | 1.2 | 1 | -13 | 0.8 | -4
CC(C)N(Cc1ccccc1)C(=O)CSc1nccn1C | -15 | 9 | -1 | 0.95 | -12 | -4 | -1.4 | 2
Nc1ccc(NC(=O)c2ccccc2)c2c1C(=O)c1ccccc1C2=O | 8 | 13 | -1 | 1 | -7 | -5 | 1.8 | 1
Cc1ccccc1Nc1c(C)c(C)nc2ncnn12 | -18 | 1 | -2 | 1.1 | 2 | 1 | 20 | 2
CN(C)S(=O)(=O)c1ccc(C(=O)Nc2ccccc2F)cc1 | -7 | 7 | -5 | 0.82 | -3 | -3 | -2.0 | 0
Cn1nc([N+](=O)[O-])nc1Sc1nnnn1-c1cccc(C(=O)O)c1 | -10 | 31 | 0 | 1.1 | -1 | 22 | 0.6 | 1
CN(c1ccc(C(=O)Nc2ccc(CC#N)cc2)cc1)S(C)(=O)=O | -11 | 8 | 1 | 1 | 3 | 3 | -0.7 | -2
COc1cc(OCc2ccccc2)c2c(CCC(=O)O)cc(=O)oc2c1 | · | -467 | 0 | · | 7 | -14 | 0.0 | 0
CCOC(=O)C1=C(CC)Nc2ccccc2N=C1NC(=O)c1ccc(S(=O)(=O)N2CCCC2)cc1 | -16 | 1 | 0 | 1.1 | -8 | -3 | 0.0 | -8
Cc1cc(C)c(S(=O)(=O)NCC2CCC(C(=O)NCc3ccc4c(c3)OCO4)CC2)c(C)c1 (stereo not drawn) | -7 | 9 | 0 | 1.2 | -17 | -7 | 0.0 | 1
CCOC(=O)c1cn(-c2c(Cl)cccc2Cl)c2cc(Cl)c([N+](=O)[O-])cc2c1=O | -13 | -45 | -5 | 1.2 | 4 | -11 | 1.6 | -24
CCOc1cc(C=NNC(=O)c2cccc(S(=O)(=O)N3CCCC3)c2)ccc1O | -4 | -92 | 7 | 0.94 | -2 | 2 | 0.1 | 0
C[C@H](CO)N1C[C@H](C)[C@@H](CN(C)C(=O)Nc2ccc3c(c2)OCO3)Oc2c(cccc2N(C)C)C1=O | -14 | 1 | -1 | 1.1 | · | 54 | 0.7 | 3
Cc1cc(NC(=O)CCC(=O)N(Cc2cccs2)C(C(=O)NC2CCCC2)c2ccncc2)no1 (stereo not drawn) | -16 | 13 | -2 | 0.85 | 1 | -7 | 0.2 | 3
COc1cc(OC)c(NC(=O)CC(=O)Nc2cc(Cl)c(OC)cc2OC)cc1Cl | -15 | -26 | 1 | 1.2 | 0 | 11 | 0.4 | -11
OCC1(CCc2ccccc2)CCN(Cc2cc(F)ccc2-n2cccn2)CC1 | -2 | 0 | 0 | 0.95 | -10 | -2 | 2.6 | 2
O=C(c1ccc(F)cc1)N1CCCC(C(=O)N2CCN(c3ccccc3)CC2)C1 (stereo not drawn) | -8 | 14 | 1 | 1.1 | 7 | -11 | 0.8 | 1
Cc1ccc2nc(-c3ccc(NC(=O)CN(c4ccccc4C)S(C)(=O)=O)cc3)sc2c1 | 8 | i | 15* | 1.3 | -5 | -7 | 1.5 | -17
CCC(=O)Nc1nnc(SCc2cccc(F)c2)s1 | -11 | -4 | -1 | 0.94 | 5 | -15 | -1.4 | 1
C(=NN=C1c2ccccc2-c2ccccc21)c1ccc2c(c1)OCO2 | · | 33 | -18 | · | -1 | 6 | 3.3 | 2
CCOC(=O)c1cnc(SC)nc1NCCOC | -8 | -12 | -2 | 0.98 | -10 | 4 | 0.2 | 0
Cc1ccc(S(=O)(=O)N2CCCCC2)cc1C(=O)N1C(C)CCCC1C (stereo not drawn) | -11 | 5 | 1 | 0.84 | -11 | -8 | 0.8 | 0
CC(C)=CCc1c(O)cc(O)c2c(=O)c3c(CC=C(C)C)c(O)ccc3oc12 | -9 | · | 26* | 1 | 6 | 2 | · | ·
COc1cc(CNc2ccc3[nH]c(=O)[nH]c3c2)ccc1OCc1ccc(C)cc1 | 12 | -36 | 1 | 1.1 | -13 | 25 | 2.5 | 3
COc1ccccc1/C=N/NC(=S)Nc1cccnc1 | -31 | 8 | -3 | 1.1 | -1 | -12 | -0.4 | 1
COc1cccc(-c2nnc(-c3ccc(C(F)(F)F)cc3)o2)c1 | 50 | -93 | 2 | 0.86 | 5 | 1 | 0.6 | 0
Cc1[nH]c2ccccc2c1C(=O)C(=O)N1CCN(c2cccc(Cl)c2)CC1 | -1 | 6 | 2 | 1 | -21 | 3 | 0.2 | 2
COc1ccc(-c2cnnc(N/N=C/c3ccc(C)o3)n2)cc1 | -25 | 25 | -2 | 1.2 | -4 | -9 | -0.1 | 1
O=C(Nc1ccc(N2CCOCC2)cc1)c1cccc(S(=O)(=O)N2CCCCC2)c1 | -12 | 25 | 6 | 1 | -6 | 6 | 4.1 | 2
O=C(O)CC(c1ccc(Cl)cc1)N1C(=O)CCC1=O (stereo not drawn) | -11 | 7 | -1 | 0.99 | 2 | -15 | 0.4 | 1
COc1ccccc1CN1CC(C(=O)NCc2ccc(N3CCCC3=O)cc2)CCC1=O (stereo not drawn) | -15 | 4 | 0 | 1.2 | 0 | -5 | -1.8 | 0
CCCCN(CC)C(=O)Cn1ncc2c3ccccc3n(CCC)c2c1=O | 6 | -93 | -3 | 1 | 12 | -1 | 0.0 | -1
CC1CC(C)CN(CCOc2ccccc2-c2ccccc2)C1 (stereo not drawn) | 0 | 12 | -2 | 0.97 | 11 | -9 | 1.6 | -1
CN(C)NC(=O)c1csnc1-c1c(Cl)cccc1Cl | -19 | 8 | -1 | 1.1 | 0 | 0 | 1.2 | 0

A draw from above in order of molecular weight, high to low.
SMILES | SENP6 inh | SENP8 block | NR3A LBD binder | hIAP activ | ATG4B inh | PfGluPho inh | MPTP block | SENP1 FRET inh
CCOC(=O)C1CCN(C(=O)C2CCC(=O)N(Cc3cccc(C(F)(F)F)c3)C2)CC1 (stereo not drawn) | -3 | 8 | -1 | 0.92 | 1 | 3 | -0.3 | 3
COc1ccccc1/C=C/C(=O)Nc1cccc(S(=O)(=O)N2CCOCC2)c1 | 6 | -92 | 6 | 0.94 | -19 | 17 | -1.4 | -3
CC1=C/C(=N\NC(=S)NCCc2ccccc2)CC(C)(C)C1 | 5 | 9 | -1 | 1.1 | 1 | 13 | -0.5 | 1
